Screening results as filed in PubChem BioAssay.
FadD28 FP inh – inhibitors of FadD28 bisubstrate probe binding, primary screen, biochemical, fluorescence polarization, single point. inhibition, % at 12.5 µM. actives 0.22% (n = 360,000). AID 588549, 2011. Mycobacterium tuberculosis FadD28 fatty-acid-AMP ligase; in the data active means inhibition above about 8.5%, passing the limit was not always enough; inconclusive means no clear call, values can overlap the other calls
BoNT-A LC inh2 – BoNT/A light chain protease inhibitors, primary screen, biochemical, flow cytometry, MLPCN library; Botulinum neurotoxin type A light chain protease (Clostridium botulinum A str. ATCC 3502); multiplex microsphere protease substrate cleavage; inhibition, % at 10 µM; actives 0.17% (n = 360,000); AID 588499, 2011; in the data active means inhibition above about 30%; inconclusive means no clear call, values can overlap the other calls; further: plate controls were buffer without enzyme for full effect and enzyme alone for no effect
PrPC surface inh – inhibitors of human cell surface prion protein PrPC, primary screen, cell-based, TR-FRET | Major prion protein (Homo sapiens), P04156 | TR-FRET read-out | inhibition, % at 13.8 µM | actives 0.43% (n = 370,000) | AID 720596, 2013; in the data active means inhibition above about 24%; further: 0% = median of the test wells and 100% = reference compound wells
Mtb BioA inh – M. tuberculosis BioA enzyme inhibitors, primary screen, biochemical, plate reader, single point, HTS; 7,8-diaminopelargonic acid synthase BioA (Mycobacterium tuberculosis); actives 0.096% (n = 360,000); purified M. tuberculosis BioA enzyme; inhibition, % at 9.99 µM; in the data active means inhibition above about 40%; inconclusive means no clear call, values can overlap the other calls
GDH-TPI counter – GDH-TPI coupling enzyme inhibitors, primary screen, artefact control for M. tuberculosis FBA inhibitor project, biochemical, absorbance, full deck; GDH-TPI coupled enzyme counterscreen, NADH absorbance; inhibition, % at 4.8 µM; actives 1.2% (n = 360,000);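 further: 0% = DMSO wells and 100% = wells lacking the enzyme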
BoNT F protease – BoNT/F light chain protease inhibitors, primary screen, biochemical, flow cytometry, MLPCN library | Botulinum neurotoxin type F light chain protease (Clostridium botulinum) | Multiplex microsphere protease cleavage assay | inhibition, % at 10 µM | actives 0.22% (n = 360,000) | AID 588497, 2011; in the data active means inhibition above about 35%, passing the limit was not always enough; inconclusive means no clear call, values can overlap the other calls; further: plate controls were buffer without enzyme for full effect and enzyme alone for no effect
FBA Mtb inh – Mtb FBA enzyme inhibitors, primary screen, biochemical, fluorescence, strain H37Rv; actives 2.3% (n = 360,000); Fructose-bisphosphate aldolase (Mycobacterium tuberculosis (strain ATCC 25618 / H37Rv)), …; inhibition, % at 1 µM; purified M. tuberculosis FBA, fluorescence read-out; in the data active means inhibition above about 27%;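 further: 0% = vehicle and 100% = reference inhibitor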
Target sequence (P9WQA3 whole entry, looked up): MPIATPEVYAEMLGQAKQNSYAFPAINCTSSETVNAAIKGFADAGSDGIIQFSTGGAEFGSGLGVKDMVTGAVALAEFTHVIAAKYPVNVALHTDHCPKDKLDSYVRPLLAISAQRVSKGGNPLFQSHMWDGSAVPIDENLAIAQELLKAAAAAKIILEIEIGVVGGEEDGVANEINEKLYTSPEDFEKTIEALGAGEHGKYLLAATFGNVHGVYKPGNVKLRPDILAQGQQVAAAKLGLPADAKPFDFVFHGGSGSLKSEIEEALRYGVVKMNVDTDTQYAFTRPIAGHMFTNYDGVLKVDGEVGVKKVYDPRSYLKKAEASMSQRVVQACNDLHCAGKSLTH
Mtb UGM inh – M. tuberculosis UGM enzyme inhibitors, primary screen, biochemical, fluorescence polarization, single point. UDP-galactopyranose mutase (Mycobacterium tuberculosis (strain ATCC 25618 / H37Rv)), …. purified UGM, fluorescence polarization probe displacement. inhibition, % at 10 µM. actives 0.06% (n = 320,000). AID 504406, 2011; in the data active means inhibition above about 10%, passing the limit was not always enough; inconclusive means no clear call, values can overlap the other calls
Target sequence (P9WIQ1 whole entry, looked up): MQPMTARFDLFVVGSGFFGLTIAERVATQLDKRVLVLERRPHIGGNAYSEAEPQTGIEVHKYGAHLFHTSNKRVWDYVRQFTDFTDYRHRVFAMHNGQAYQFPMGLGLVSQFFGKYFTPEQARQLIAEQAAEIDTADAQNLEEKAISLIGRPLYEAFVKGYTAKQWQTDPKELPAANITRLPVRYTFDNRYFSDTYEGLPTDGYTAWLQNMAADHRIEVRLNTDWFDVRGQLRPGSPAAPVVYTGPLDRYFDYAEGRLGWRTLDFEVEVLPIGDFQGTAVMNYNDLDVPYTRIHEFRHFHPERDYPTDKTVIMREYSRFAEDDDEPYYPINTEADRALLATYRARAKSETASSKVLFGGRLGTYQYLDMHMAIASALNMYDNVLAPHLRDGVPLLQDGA
CCHFV vOTU inh – CCHFV vOTU protease inhibitors, primary screen, biochemical, Pep-AMC substrate, fluorescence; Crimean-Congo hemorrhagic fever virus L polyprotein viral ovarian tumor (vOTU) protease …; inhibition, % at 11.5 µM; actives 0.55% (n = 370,000); further: 0% = vehicle wells with enzyme and 100% = no enzyme wells
Starred values were filed as active, the others as inactive; ? = inconclusive; . = no result given; + = active, no number; & = joins results of further samples. Unless noted, no stated cut-off is given here; in the data, active means inhibition above about 30%; inactive means the rest.

SMILES	FadD28 FP inh	BoNT-A LC inh2	PrPC surface inh	Mtb BioA inh	GDH-TPI counter	BoNT F protease	FBA Mtb inh	Mtb UGM inh	CCHFV vOTU inh
COc1ccc(N2C(=O)CC(NNC(=O)c3ccc(Br)s3)C2=O)cc1 (stereo not drawn)	-1.6	0.1	2	.	6	-4	3	-2.2	-6
CSCC[C@H](NC(=O)OC(C)(C)C)c1nnc(SCc2ccccc2)o1	0.3	-0.5	5	-1.1	6	-16	3	-0.1	9
CCOC(=O)c1c(S(=O)(=O)NCCc2cccs2)c(C)n(C)c1C	0.7	0.1	7	6.1	9	-2	2	-1.1	-25
Cc1ccc([C@H]2C[C@H](n3cc(COC(=O)c4ccccc4)nn3)[C@@H](O)CN2C(=O)C2CCCCC2)cc1	-3.1	-0.2	-2	-2.3	0	-5	0	.	8
Oc1ccc2c(c1)c1c3n2CCNC3CCC1 (stereo not drawn)	-1.7	4.0	.	-1.9	13	-33	10	2.5	.
COc1ccc(C(=O)NC(C)c2nnc(SCC(=O)Nc3nc(C)cs3)n2C)cc1 (stereo not drawn)	-2.7	1.0	-3	-0.9	4	6	0	0.6	2
O=C(CN1C2=NCCCN2c2ccccc21)c1ccc([N+](=O)[O-])cc1	-2.0	-0.8	-29	.	-4	-6	1	-0.5	3
O=c1cc(-c2ccccc2)cc(-c2ccccc2)n1CCCO	-3.1	0.7	-1	5.3	11	-7	6	-1.4	-5
C/C(=N\O)C(=O)OC1CC(C)CCC1C(C)C (stereo not drawn)	-0.6	-1.2	-6	-0.5	-1	-3	-1	-0.6	12
Cc1ccccc1NC(=O)c1c([N+](=O)[O-])c(C(C)(C)C)nn1C	0.3	0.1	2	.	-6	-2	-4	.	-18
CC(C)CC(=O)Nc1c(C(=O)N2CCN(Cc3ccccc3)CC2)oc2ccccc12	-2.4	1.9	-5	-0.7	13	15	3	0.1	4
Cn1c(=O)n(C)c2cc(NC(=O)COc3ccc(Cl)cc3)ccc21	-0.8	0.4	1	11	-1	-6	0	-0.4	11
COc1ccc(OCCC(=O)N2CCOCC2)cc1	-2.2	-0.3	3	-0.8	-6	-1	1	0.7	-13
CN(Cc1cccnc1)C(=O)Cc1ccc(NS(=O)(=O)c2cccc(C(F)(F)F)c2)cc1	-2.0	0.3	5	3.4	-3	0	0	1.1	4
Fc1ccc(-c2ccnc3nc(N4CCOCC4)nn23)cc1	-2.4	-0.8	-8	0.1	8	-3	52*	-2.1	-49
CN(C(=O)COC(=O)c1cc(=O)[nH]c2ccccc12)C1CCCCC1	-0.4	2.1	-6	0.5	11	8	11	.	11
COC(=O)c1sccc1S(=O)(=O)Nc1ccc(S(N)(=O)=O)cc1	-4.6	?	4	-0.1	-15	?	-6	-2.1	-6
COc1ccc(OCCCC(=O)OC(C)C(=O)Nc2ccccc2[N+](=O)[O-])cc1 (stereo not drawn)	0.1	8.0	-7	-1.4	10	29	-1	-1.5	1
O=C(CC1CC2CCC1C2)OCC(=O)c1c[nH]c2ccccc12 (stereo not drawn)	0.1	0.8	-5	-1.0	2	33	0	0.1	14
O=c1[nH]c(C(Cl)Cl)nc2sc3c(c12)CCN(Cc1ccccc1)C3	-7.9	6.1	2	.	2	-15	18	-0.4	-18
O=C(CSc1nc(-c2ccco2)cc(C(F)(F)F)n1)N1CCN(Cc2ccccc2)CC1	-3.6	-1.2	-13	-1.8	9	-10	1	1.2	14
COc1ccc(CC(=O)N2CCNC2=O)cc1	-2.6	2.0	2	0.2	-6	2	1	0.0	-4
COc1ccccc1C(=O)Nc1c2c(nn1-c1ccc(Cl)cc1)CS(=O)(=O)C2	0.3	1.1	3	-2.0	3	6	2	-2.9	-10
CC(C)NC(=O)N(C)C[C@H]1OCCCC[C@H](C)Oc2ccc(NC(=O)NC3CCCCC3)cc2C(=O)N([C@H](C)CO)C[C@@H]1C	-3.1	0.1	-5	-0.4&-1.0&8.9	6	0	3	.	-2
COc1ccc(CCn2c(O)c(/C=N/N3CCOCC3)c(=O)[nH]c2=O)cc1OC	-0.9	.	0	-1.0	6	.	-1	1.7	-14

An excerpt from the list above, for reference:
SMILES	FadD28 FP inh	BoNT-A LC inh2	PrPC surface inh	Mtb BioA inh	GDH-TPI counter	BoNT F protease	FBA Mtb inh	Mtb UGM inh	CCHFV vOTU inh
COc1ccc(N2C(=O)CC(NNC(=O)c3ccc(Br)s3)C2=O)cc1 (stereo not drawn)	-1.6	0.1	2	.	6	-4	3	-2.2	-6
CSCC[C@H](NC(=O)OC(C)(C)C)c1nnc(SCc2ccccc2)o1	0.3	-0.5	5	-1.1	6	-16	3	-0.1	9

Single values from the results shown:
FadD28 FP inh, COc1ccc(C(=O)NC(C)c2nnc(SCC(=O)Nc3nc(C)cs3)n2C)cc1 (stereo not drawn) : -2.7
FadD28 FP inh, CCOC(=O)c1c(S(=O)(=O)NCCc2cccs2)c(C)n(C)c1C : 0.7

Continuation.
SMILES	FadD28 FP inh	BoNT-A LC inh2	PrPC surface inh	Mtb BioA inh	GDH-TPI counter	BoNT F protease	FBA Mtb inh	Mtb UGM inh	CCHFV vOTU inh
COc1ccc(N2CCN(C(=O)C3CCCO3)CC2)cc1 (stereo not drawn)	0.4	-0.6	-2	-0.7	4	0	2	-0.8	-9
COC(=O)C(Cc1ccc(O)cc1)NC(=O)Cn1cc(C)c(=O)[nH]c1=O (stereo not drawn)	-1.0	-0.5	1	-6.9	3	-7	3	.	7
COC(=O)C1(C)NC(c2ccc(O)cc2)C2C(=O)N(c3ccc4c(c3)OCCO4)C(=O)C21 (stereo not drawn)	-1.8	-1.1	-2	.	-5	7	-4	-0.2	-5
COc1ccc(CCNC(=O)CC2SC(=NCc3ccccc3)NC2=O)cc1 (stereo not drawn)	-3.2	0.1	-4	-0.5	6	-4	1	4.7	7
COc1ccc(/C=N/S(=O)(=O)c2ccccc2)cc1OC	0.3	-0.5	2	-0.1	-6	4	0	-0.5	7
CCOc1ccccc1NC(=O)COc1ccc(S(=O)(=O)N2CCCC2)cc1	.	1.5	8	0.1	1	3	1	-0.3	-24
CCCCN(C)CCCNC(=O)c1ccc2c(c1)NC(=O)C(N1CCOCC1)S2 (stereo not drawn)	-1.1	-0.2	-1	1.2	-2	-6	2	-1.4	12
CCc1ccc(C2N(c3ccc(OC)cc3)C(=O)C3CCCN32)cc1 (stereo not drawn)	-2.2	-0.4	11	-1.7	6	-2	2	-2.9	-4
O=C1OC(Cc2ccccc2)C(c2ccccc2)C1=O (stereo not drawn)	-0.4	-0.3	-3	-0.6	15	-6	0	.	-12
Cc1ccc(N(C(=O)C(F)(F)F)C(C(=O)NC2CCCCC2)c2ccncc2)cc1C (stereo not drawn)	-1.2	-0.2	-1	-0.2	-5	0	0	0.6	0
Cc1ccccc1C(=O)NC(C)C(c1cccs1)N1CCOCC1 (stereo not drawn)	-1.6	-1.3	-2	-1.7	9	-4	0	0.0	5
O=C(Nc1ccccc1N1CCOCC1)c1ccc2nc[nH]c2c1	-0.1	0.8	-10	6.6	17	0	2	.	-15
CC(C)=CCC[C@H](C)C[C@@H]1CC2=C(C(=O)OC(C)(C)O2)[C@H](c2ccc(F)cc2)O1	-0.5	-1.2	2	0.7	.	-10	6	.	11
CCCC(c1nnnn1Cc1ccc(OC)cc1)N1CCN(c2ccccc2OC)CC1 (stereo not drawn)	-2.2	-0.3	7	0.4	-10	1	1	1.4	5
O=C1CC(N2CCC(c3nc4ccccc4o3)CC2)C(=O)N1Cc1cccs1 (stereo not drawn)	-0.6	0.2	7	1.8	0	2	2	3.6	1
O=C(Nc1nc2c(s1)CCCC2)c1nn(Cc2ccccc2)c(=O)c2ccccc12	-0.1	-1.1	-3	.	10	-5	0	-1.3	-2
CC(=O)c1ccc(NC(=S)N2CCCCCC2)cc1	-3.2	-0.7	8	3.8	-10	-7	-9	-0.7	-6
COc1ccc(CCNS(=O)(=O)c2ccc3c(c2)CC(C)N3C(C)=O)cc1OC (stereo not drawn)	-4.5	0.1	4	-1.4	1	-11	1	1.6	12
Cn1c(CCCOc2ccc(Cl)cc2Cl)nnc1SCC(=O)Nc1ccc(F)c(Cl)c1	-4.6	-0.1	4	-1.3	-5	4	1	2.6	-28
CC12CC3CC(C)(C1)CC(NCc1ccncc1)(C3)C2	-0.9	0.2	-4	-1.3	-1	-6	3	-0.5	-4
CCc1nnc(NC(=O)CCC(=O)Nc2ccc(OC)cc2OC)s1	-2.3	-0.6	-3	0.2	-1	-13	-1	0.9	-10
CCOc1ccc(S(=O)(=O)N2CCC(C(=O)Nc3ccc(C)c(S(=O)(=O)N4CCOCC4)c3)CC2)cc1	-4.1	-0.1	6	1.2	7	2	-1	.	2
COC(=O)C1(CC2CC(c3ccc(Cl)cc3)=NO2)CCN(C(=O)OC(C)(C)C)CC1 (stereo not drawn)	0.2	0.5	0	-2.5	15	-4	3	-0.7	17
Cc1c(C)c2c(OCC(=O)Nc3cccnc3)cc3c(c2oc1=O)CCC(C)(C)O3	0.0	-0.2	1	0.2	6	-10	7	-3.0	-2
O=C(c1ccc(OC2CCN(CCc3ccccc3)CC2)cc1)N1CCCC(CO)C1 (stereo not drawn)	-0.1	0.6	8	.	-8	0	1	0.0	-8

New compounds follow:
SMILES	FadD28 FP inh	BoNT-A LC inh2	PrPC surface inh	Mtb BioA inh	GDH-TPI counter	BoNT F protease	FBA Mtb inh	Mtb UGM inh	CCHFV vOTU inh
COc1ccc(-c2ccnc3ncnn23)cc1	-0.8	-2.2	-2	.	13	-6	+	1.6	-232
O=C(CN1CCOCC1)NN=C1CCCCCCCCCCC1	-1.9	-0.1	-10	-1.5	8	4	3	-2.7	-6
CN(CC(=O)NNC(=O)CNC(=O)c1cccs1)S(=O)(=O)c1ccc(Cl)cc1	0.2	2.0	6	.	8	4	5	1.8	13
CCCCNC(=O)C1(C)CCN1C(=O)c1cccc(OC(C)=O)c1C (stereo not drawn)	-4.2	0.2	7	0.5	-6	4	-2	.	-9
Cc1cccc(CCN(CC(=O)NCc2ccc(F)cc2)C(=O)c2csnn2)c1	-3.6	-1.0	-1	-2.1	2	1	6	0.9	17
COc1cc(C2CC(=O)C=C(O)C2)cc(OC)c1OC (stereo not drawn)	-1.6	0.1	4	-0.9	1	-8	-7	0.2	8
Cc1cc(N(CN2CCCC2=O)C(=O)c2ccc(OC(C)C)cc2)no1	-1.3	-6.0	5	.	-3	-24	4	-0.2	-19
O=C(OCCN(CCOC(=O)c1ccncc1)S(=O)(=O)c1cccs1)c1ccncc1	-2.3	1.0	2	8.6	-4	0	-1	0.0	10
CCC(C(=O)NC1CCCC1)N(C(=O)c1snc(C(N)=O)c1N)c1ccc(C)cc1C (stereo not drawn)	-1.6	-6.0	-14	.	2	-8	12	0.4	7
O=C(c1cc(-c2cccnc2)nc2ccc(Cl)cc12)N1CCN(S(=O)(=O)c2cccs2)CC1	-1.4	1.7	-6	-0.1	-3	7	1	-0.8	-6
CCOC(=O)C1C(=O)NC(c2ccccc2)=NC1c1ccc(O)c(OC)c1 (stereo not drawn)	-3.6	-0.5	6	.	6	5	3	1.7	15
CCSc1ccc(-c2cc(NC=O)c3ncc(-c4cccc(C(=O)NCCN(C)C)c4)n3c2)cc1	-28	0.8	-24	-1.1	2	-22	-1	.	16
CCOc1ccc(CCN2C(=S)N([C@@H](CC(C)C)CN3CCC[C@@H]3CN3C(=S)NC[C@@H]3Cc3ccccc3)C[C@@H]2Cc2ccc(O)cc2)cc1	-12	0.1	4	-2.2	.	-6	1	.	14
